CYP2C19 inh: human CYP2C19 inhibition | P33261 | CYP2C19 Supersomes, luciferin-H EGE luminescence, 30 min | inhibition, % at 5 µM | hit rate 21% among 96,000 | AID 778;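 active = CYP2C19 inhibition above a set limit at 5 µM in the primary screen, cut at about 50% in these data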;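 note: plate controls were negative control wells for no effect and 2.5 mM tranylcypromine positive control for full effect; values of inactives mirror those of a sister screen read the other way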
hDAT+cocaine: changed human dopamine transporter uptake under cocaine IC80. B-score at 10 µM. hit rate 1.3% among 110,000. LLC-PK1 hDAT cells, [14C]-dopamine uptake with cocaine IC80; actives deviate in either direction. AID 449768;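 active = Z score or B-score, a plate-position-corrected score, falls beyond the plate's 99.7% confidence bounds, in either direction; inactive = both scores lie inside the 99.7% bounds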;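 note: scored against the spread of the other compound wells on the same plate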
Target sequence (Q01959 whole entry, looked up): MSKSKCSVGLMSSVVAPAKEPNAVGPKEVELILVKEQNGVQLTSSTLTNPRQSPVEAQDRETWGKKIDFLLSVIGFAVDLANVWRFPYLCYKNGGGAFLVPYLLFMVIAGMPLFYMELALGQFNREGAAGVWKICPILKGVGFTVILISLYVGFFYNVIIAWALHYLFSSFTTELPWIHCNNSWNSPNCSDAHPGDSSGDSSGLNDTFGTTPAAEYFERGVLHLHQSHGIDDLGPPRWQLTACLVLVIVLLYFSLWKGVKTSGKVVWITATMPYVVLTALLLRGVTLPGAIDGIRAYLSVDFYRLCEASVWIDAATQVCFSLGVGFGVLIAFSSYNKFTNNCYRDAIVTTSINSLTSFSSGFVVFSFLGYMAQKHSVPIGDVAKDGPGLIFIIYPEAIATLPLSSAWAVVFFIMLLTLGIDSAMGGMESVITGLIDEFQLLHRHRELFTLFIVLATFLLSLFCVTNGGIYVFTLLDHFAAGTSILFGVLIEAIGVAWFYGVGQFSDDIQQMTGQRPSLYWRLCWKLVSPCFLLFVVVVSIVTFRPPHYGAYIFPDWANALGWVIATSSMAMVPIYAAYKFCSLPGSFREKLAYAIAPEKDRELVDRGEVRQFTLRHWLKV
CYP2C9 inh: blocks human cytochrome P450 2C9 | P11712 | CYP2C9 Supersomes, luciferin-H conversion, luminescence | inhibition, % at 5 µM | hit rate 20% among 96,000 | AID 777;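 active = blocking of liver enzyme CYP2C9 beyond about 50% at 5 µM, limit read from the data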; note: values of inactives mirror those of a sister screen read the other way
CYP2C19 act: activators of human cytochrome P450 2C19 | P33261 | recombinant CYP2C19, luciferin-H EGE luminescence; hits give high values; 0 = fully inhibited enzyme, 1 = untreated enzyme | activation factor at 5 µM | 96,000 tested, under 10 active;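 active = activation factor of at least 2 at 5 µM in the primary screen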;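 note: 0 = wells with 2.5 mM tranylcypromine and 1 = vehicle-only wells; values of inactives mirror those of a sister screen read the other way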
IL1B cytotox: HUVEC cytotoxicity counter-screen, IL-1B stimulated; HUVEC cell count loss, Hoechst imaging; cell count reduction, % at 2 µM; hit rate 0.41% among 94,000; AID 845;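 active = cell count reduction more than 3 SD above the screen-wide mean, cut at about 70% in these data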;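 note: normalized per plate to untreated control cells as the no-loss baseline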
CYP2C9 activ: increases human cytochrome P450 2C9 activity | activation factor at 5 µM | recombinant CYP2C9, luciferin-H conversion, luminescence; hits give high values; factor 1 = untreated enzyme, 0 = blocked | hit rate 1.4% among 96,000 | P11712;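 active = activation factor of 2 or more for CYP2C9 at a 5 µM dose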;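 note: 0 = sulfaphenazole-blocked wells and 1 = vehicle-only wells; values of inactives mirror those of a sister screen read the other way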
TNFa cytotox: HUVEC cytotoxicity counter-screen, TNF alpha stimulated | hit rate 0.17% among 93,000 | HUVEC TNFalpha-stimulated, Hoechst cell count, imaging | cell count reduction, % at 2 µM;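 active = cell count reduction exceeding the screen mean by over 5 SD, scaled to untreated wells per plate, cut at about 78% in these data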;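 note: cells counted after 24 h of TNF alpha exposure following the 1 h pretreatment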
VCAM1 TNFa inh: reduces TNF alpha induced VCAM1 expression in HUVEC; HUVEC TNFa-induced VCAM-1 immunofluorescence, high-content imaging; inhibition, % at 2 µM; hit rate 0.48% among 95,000;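 active = inhibition above the batch mean plus 3 SD, with images confirmed as a hit by eye, cut at about 37% in these data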;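 note: 0% = TNF-stimulated DMSO wells and 100% = unstimulated control wells; not every result past the cut was called active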
Calb biofilm kill: kills Candida albicans biofilms; C. albicans biofilm + clotrimazole, Alamar Blue; inhibition, % at 6 µM; hit rate 0.14% among 85,000; AID 834;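 active = inhibition above 20%; inactive = inhibition below 20%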;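 note: preformed 24 hr biofilms exposed to compound for 48 hr; 0% = biofilm without compound and 100% = blank killed by clotrimazole plus chlorhexidine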
* hit, by the source's call; / = not tested or not shown. An excerpt; rates above refer to the full screens.

Results follow in this order: CYP2C19 inh, hDAT+cocaine, CYP2C9 inh, CYP2C19 act, IL1B cytotox, CYP2C9 activ, TNFa cytotox, VCAM1 TNFa inh, Calb biofilm kill
- O=C(C1CC(c2ccccc2O)=NO1)N1CCC2(CC1)OCCO2 (stereo unspecified)
 : 100*, 0.18, 3, 0, 17, 1, -13, -8, -2
- COCc1cc(C2SCC(=O)Nc3c2c(=O)[nH]n3C(C)C)ccc1OC (stereo unspecified)
 : 12, 1.1, -4, 0.9, 0, 1, -8, 4, 4
- O=C(c1ccco1)c1cn(Cc2ccccc2)c2ccccc12
 : 93*, 0.95, 93*, 0.1, 3, 0.1, -10, 9, 1
- Cc1ccccc1-n1c(O)c(C=Nc2ccc3c(c2)OCO3)c(=O)[nH]c1=O
 : -12, 0.9, -7, 1.1, 29, 1.1, -2, 0, 9
- CCN(CC)CCNC(=O)c1c(O)c2ccccc2n(Cc2ccccc2)c1=O
 : 12, 1.1, 9, 0.9, -1, 0.9, -1, 0, 4
- CC1=CC(=O)C2=C(C)CC(O)C3C(C)C(=O)OC3C12 (stereo unspecified)
 : -1, -1.3, -15, 1, -5, 1.1, -23, 12, 2
- CCOC(=O)C1=C(N)Oc2cc(C)oc(=O)c2C12C(=O)N1c3c(cc(OC)cc32)C(C)=CC1(C)C (stereo unspecified)
 : 46, 1.5, 22, 0.5, -1, 0.8, -12, -2, 8
- O=C(Cc1ccccc1)N1CCN(C2CCCC2)CC1
 : -8, 1.6, -19, 1.1, -48, 1.2, 8, 11, 0
- CCC(=NCc1ccco1)c1c(O)n(C2CCCCC2)c(=O)[nH]c1=O
 : 96*, -0.86, 51*, 0, 23, 0.5, 39, -8, 5
- CC1=CC(=C2C(=O)NC(=S)NC2=O)C=C(C(F)(F)F)N1C
 : -5, 1.3, 0, 1.1, 2, 1, -20, 13, 3
- COc1cccc(OCC(=O)N2CCN(C)CC2)c1
 : 54*, -0.95, -15, 0.5, /, 1.2, /, /, 7
- O=C(NCc1cccnc1)NC1CCCCC1
 : 26, 0.56, 11, 0.7, 14, 0.9, -22, 2, -1
- CCOC(=O)c1c(C)[nH]c(C(=O)C(Cc2ccccc2)N(C)C)c1C (stereo unspecified)
 : 37, /, 84*, 0.6, -4, 0.2, -12, -9, /
- CCN(CCNc1ccc([N+](=O)[O-])c2cccnc12)S(=O)(=O)c1ccc(Cl)cc1
 : 61*, 0.67, 51*, 0.4, -5, 0.5, 1, -10, /
- COc1ccc(C2=NCc3nnc(C)n3-c3ccc(Cl)cc32)cc1Cl
 : /, -0.27, /, /, -29, /, -24, 1, 1
- CC1N(O)C2CCCCCC2N1O (stereo unspecified)
 : -15, -0.66, -8, 1.1, -22, 1.1, -21, -2, 1
- O=C(NC1CC1)C1CSC(c2cccnc2)=N1 (stereo unspecified)
 : -5, -0.5, 0, 1, -30, 1, -25, 21, 3
- Cc1ccnc(-n2c(-c3ccccc3)nc3ccccc3c2=O)c1
 : 4, 0.025, 1, 1, 2, 1, -13, -1, /
- Cc1cccc(N2C(=O)/C(=C/N3CCN(C(=O)c4ccco4)CC3)C(=O)NC2=S)c1
 : -11, 0.19, 10, 1.1, -5, 0.9, -43, 9, /
- CC(=O)Nc1ccccc1C(=O)OCC(=O)c1cccc2ccccc12
 : 51*, 1, 81*, 0.5, -51, 0.2, -14, 1, /
- ON1C2CCCCC2N(O)C1c1ccccc1 (stereo unspecified)
 : 16, -0.79, 6, 0.8, -5, 0.9, -7, 16, 4
- CSCCC(N=Cc1c(O)n(-c2ccc(Cl)cc2)c(=O)[nH]c1=O)C(=O)OC(C)(C)C (stereo unspecified)
 : 13, -0.096, 10, 0.9, -10, 0.9, -11, -12, 6
- O=C1C2CCCN2C(c2cccs2)N1c1ccccn1 (stereo unspecified)
 : -10, -0.73, -13, 1.1, -28, 1.1, -27, 10, 3
- O=C(NCC(c1cccnc1)N1CCN(c2ccccc2F)CC1)Oc1ccccc1 (stereo unspecified)
 : 78*, 0.11, 85*, 0.2, 23, 0.1, 8, 1, 2
- CCc1ccc(OCCCN=C(C)c2c(O)n(C)c(=O)n(C)c2=O)cc1
 : 15, 0.69, 35, 0.8, 0, 0.7, 2, 21, 3
- CC(c1ccccc1)n1cncc1C(=O)N1CCCC1=O (stereo unspecified)
 : 48, 1.3, 37, 0.5, -10, 0.6, 4, 15, -1
- CCCCOc1ccc(CN2CCN(CCO)CC2)cc1
 : -11, -0.15, -8, 1.1, -41, 1.1, -4, 1, 2
- O=C(COc1ccccc1)N1CCN(C2CC3CCC2C3)CC1 (stereo unspecified)
 : /, 0.83, /, /, 27, /, -9, -4, 8
- COC(=O)[C@@H]1[C@@H](C(=O)OC)C2(c3ccccc3-c3ccccc32)N(c2ccc(Cl)cc2)N1C#N
 : /, 0.33, /, /, 4, /, -4, 1, -6
- O=c1c2cc([N+](=O)[O-])ccc2nc(CN2CCOCC2)n1-c1ccccc1F
 : 26, 0.62, 4, 0.7, 2, 1, -35, -5, /
- CCCCn1c(O)c(C(CC)=NCc2cc(OC)cc(OC)c2)c(=O)[nH]c1=O
 : 87*, -0.18, 94*, 0.1, 49, 0.1, -2, -4, 1
- CC(C)CC(NC(=O)C1CCCCC1)C(=O)N1CCC2(CC1)OCCO2 (stereo unspecified)
 : -15, 0.48, -13, 1.2, 5, 1.1, -24, 6, 2
- CN(C)C(=O)Oc1ccc(OC(=O)N(C)C)cc1
 : 9, 0.29, 19, 0.9, -11, 0.8, -18, -33, 1
- COc1ccccc1CN1CCCCC1c1cccnc1 (stereo unspecified)
 : 50*, 0.25, -9, 0.5, -4, 1.1, 2, -5, 4
- CN(C)CCN=Cc1c(O)n(C2CCCCCC2)c(=O)[nH]c1=O
 : 7, 1.2, 10, 0.9, -4, 0.9, -20, 10, 8
- O=c1cccc2n1CC1CC2CN(c2ncnc3c2cnn3-c2ccccc2)C1 (stereo unspecified)
 : 15, -1.4, 41, 0.8, /, 0.6, /, /, -1
- O=C1CC(N2CC=C(c3ccccc3)CC2)C(=O)N1c1ccc(F)cc1 (stereo unspecified)
 : 8, -0.027, 62*, 0.9, /, 0.4, /, /, 9
- Cc1ccc(C)c(C2(O)CC(C)N(C)CC2C)c1 (stereo unspecified)
 : -16, -0.29, -11, 1.2, -6, 1.1, 3, 9, 12
- O=P(NS(=O)(=O)c1ccc(Br)cc1)(Oc1ccccc1)Oc1ccccc1
 : 42, -0.07, 98*, 0.6, 2, 0, -18, 2, -1
- CCCC(C)n1[nH]c(=O)c2c1NC(=O)CSC2c1ccc(OC)c(OC)c1 (stereo unspecified)
 : 7, 0.99, 2, 0.9, 8, 1, -16, 9, 11
- CC(=NCCC1=CCCCC1)c1c(O)[nH]c(=O)[nH]c1=O
 : 11, 0.13, 25, 0.9, 24, 0.8, -7, -6, 0
- O=C(Cn1c(=S)[nH]c2ccccc2c1=O)N1CCC2(CC1)OCCO2
 : 31, -0.38, -9, 0.7, -19, 1.1, -31, 7, /
- O=c1[nH]c(=O)n(Cc2ccc(F)cc2)c(O)c1C=NCCCN1CCOCC1
 : -9, -0.86, -6, 1.1, -23, 1.1, -8, 2, /
- CCC(C)(C)n1nnnc1CN1CCC(n2c(C)nc3cc(C(F)(F)F)ccc32)CC1
 : /, 1.3, /, /, -6, /, -12, -13, 5
- CC(C)C/C(=N/O)c1c[nH]c2ccccc12
 : 77*, 4.2*, 59*, 0.2, 19, 0.4, -32, 6, 8
- CCOC(=O)c1c(C)n(Cc2ccccc2)c2ccc(OCC(O)CN3C(=O)CNC3=O)cc12 (stereo unspecified)
 : 68*, 1.7, 87*, 0.3, -6, 0.1, -2, 3, 5
- CC(C)c1ccc(OCC(=O)N2CCN(C)CC2)c(Br)c1
 : 76*, -0.24, -1, 0.2, 6, 1, 0, 5, 10
- CCCCN1C(=O)NC(=O)C2(Cc3cc(C)ccc3N(C)C2)C1=O (stereo unspecified)
 : 31, -1.9, 26, 0.7, -36, 0.7, -26, 16, 6
- CN(C)c1ccc(NC(=O)CN2C(=O)CN=C(c3ccccc3)c3ccccc32)cc1
 : 65*, 0.46, 1, 0.3, -77, 1, -3, 2, 10
- O=c1[nH]c(=S)n(Cc2ccco2)c(O)c1C=NCc1cccs1
 : 23, -0.51, 59*, 0.8, 4, 0.4, 2, -2, 3
- COc1ccc(P2(=O)Nc3ccccc3N2)cc1
 : 4, 0.22, -3, 1, -7, 1, -16, 11, 5
- O=C(Nc1cccnc1)c1c(O)c2c(n(Cc3ccccc3)c1=O)CCCC2
 : -3, -0.16, 7, 1, 9, 0.9, 20, -4, 0
- CN1CCC(N(C)c2nc(-c3ccccc3)nc3ccccc23)CC1
 : 15, 0.29, 5, 0.9, -40, 1, -12, 2, -6
- CCCC(C)C1(CC)C(=O)NC(=Nc2ccccc2OC)NC1=O (stereo unspecified)
 : 20, 0.2, 24, 0.8, -15, 0.8, -22, -2, 10
- COc1cc(OC)cc(-n2nc(C(=O)N3CCC4(CC3)OCCO4)c3ccccc3c2=O)c1
 : -4, -0.26, 16, 1, /, 0.8, /, /, 5
- COc1ccc(C(CC(=O)N2CCC3(CC2)OCCO3)NS(=O)(=O)c2ccc(C)cc2)cc1 (stereo unspecified)
 : 10, -0.56, -37, 0.9, -16, 1.4, -33, 2, 1
- CC(=NCCCN1CCOCC1)c1c(O)n(-c2ccccc2C)c(=O)[nH]c1=O
 : 3, -1.1, 5, 1, 3, 0.9, -8, -4, 4
- COC(=O)C(O)(c1c(C)[nH]c2ccccc12)C(F)(F)F (stereo unspecified)
 : 39, -1.3, -2, 0.6, 19, 1, -8, 22, 2
- CNC(=O)ON(C(=O)NC)C1N(C)C(=S)SC1(C)C (stereo unspecified)
 : 0, -1.5, 0, 1, -14, 1, -34, 15, 0
- O=C(COc1ccc(Br)cc1)N1CCN(C2CCCC2)CC1
 : 11, 0.28, -29, 0.9, -6, 1.3, -8, 8, 5
- Cn1c(O)c(C(c2ccccn2)c2c(O)n(C)c(=S)n(C)c2=O)c(=O)n(C)c1=S
 : -8, /, 2, 1.1, -26, 1, -5, 14, /
- CCC(C)n1c(O)c(C(c2ccccn2)c2c(O)n(C(C)CC)c(=S)[nH]c2=O)c(=O)[nH]c1=S (stereo unspecified)
 : -3, 0.026, 36, 1, -42, 0.6, -24, -4, /
- O=C(c1cc(-c2cccnc2)nc2ccc(Cl)cc12)N1CCC2(CC1)OCCO2
 : 9, -1.1, 17, 0.9, -38, 0.8, -5, 16, 8

From PubChem
